Screening data: PubChem BioAssay, several laboratories
Scp-1 inhibitor – Scp-1 phosphatase inhibitors, primary screen, biochemical, colorimetric, uHTS; actives 0.88% (n = 340,000); Carboxy-terminal domain RNA polymerase II polypeptide A small phosphatase 1 (Homo …; Recombinant Scp1, phosphopeptide, malachite green phosphate absorbance; inhibition, % at 20 µM;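 active = inhibition above about 50% at 20 µM, limit read from the data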;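 note: plate controls were DMSO wells with enzyme for no effect and wells lacking enzyme for full effect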
Target sequence (Q9GZU7 76-261 limits assumed): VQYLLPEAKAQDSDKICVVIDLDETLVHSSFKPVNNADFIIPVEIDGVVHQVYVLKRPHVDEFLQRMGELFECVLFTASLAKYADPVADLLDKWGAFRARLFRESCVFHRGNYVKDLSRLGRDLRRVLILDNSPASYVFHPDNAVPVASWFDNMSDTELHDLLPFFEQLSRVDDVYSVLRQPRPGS
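Times: enzyme reaction 45 min at room temperature, colour 5 min, stabilisation 30 min. Material: SCP-1 catalytic fragment, aa 76-261. Medium: Acidic Tris acetate buffer with magnesium and detergent. Signal: colorimetric free-phosphate detection, absorbance 630 nm. Read-out basis: % inhibition of SCP-1 phosphate liberation. Reagent: Phosphorylated 17-residue peptide substrate.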
SUMO1 PPI mod – modulators of SUMO1 protein-protein interactions, primary screen, biochemical, uHTS. Small ubiquitin-related modifier 1 (Homo sapiens), P63165. SUMO1 binding to a labelled peptide, TR-FRET, 1 h. inhibition, % at 20 µM. actives 0.33% (n = 360,000); in the data active = inhibition above about 37%
Target sequence (P63165 whole entry, looked up): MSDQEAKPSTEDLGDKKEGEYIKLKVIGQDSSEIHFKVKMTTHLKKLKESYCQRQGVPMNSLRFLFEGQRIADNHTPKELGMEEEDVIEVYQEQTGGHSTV
DNMT1 block – human DNMT1 methyltransferase inhibitors, primary screen, biochemical, molecular beacon, fluorescence, HinP1I cleavage, uHTS. actives 0.83% (n = 360,000). DNA (cytosine-5)-methyltransferase 1 (Homo sapiens), P26358. AID 588458, 2011. inhibition (reported as % activation of signal), % at 10 µM; in the data active = inhibition above about 50%
Rin1 Abl inh – inhibitors of Rin1-Abl protein binding, primary screen, biochemical, TR-FRET | Tyrosine-protein kinase ABL1 (Homo sapiens) + Ras and Rab interactor 1 (Homo sapiens), … | inhibition, % at 7.35 µM | AID 588664, 2011 | actives 0.4% (n = 360,000); in the data active = inhibition above about 5%, passing the limit was not always enough
STEP block – STEP phosphatase inhibitors, primary screen, biochemical, fluorescence intensity, uHTS. AID 588621, 2011. Tyrosine-protein phosphatase non-receptor type 5 (Homo sapiens), P54829. actives 0.25% (n = 360,000). recombinant STEP, OMFP fluorogenic substrate. inhibition, % at 20 µM;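 active = inhibition at 20 µM, scaled per plate between control wells, above about 37%, limit read from the data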;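 note: 0% = DMSO with enzyme and substrate and 100% = substrate only without enzyme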
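System: STEP (striatal-enriched tyrosine phosphatase) enzyme, cell-free; medium: Bis-Tris pH 6.0 buffer with DTT, detergent; dosing: 20 µM, 1% DMSO; times: reaction 20 min, ambient temperature; detection: fluorescence, 480/540 nm; read-out basis: normalized % inhibition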
LMPTP block – LMPTP phosphatase inhibitors, primary screen, biochemical, fluorescence intensity, uHTS | actives 0.22% (n = 360,000) | AID 651560, 2012 | Low molecular weight phosphotyrosine protein phosphatase (Homo sapiens), P24666 | inhibition, % at 20 µM | recombinant LMPTP-A, OMFP fluorogenic substrate;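 active = compounds that cut the enzyme signal by at least half of the control window in the single-dose screen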;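 note: plate controls were DMSO wells with enzyme plus substrate for no effect and substrate without enzyme for full effect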
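Assay system: LMPTP-A enzyme. Input: 0.625 nM LMPTP-A final. Probe or stimulus: 400 µM OMFP. Compound dosing: single 20 µM dose. Schedule: 50 min dark incubation at room temperature. Detection: fluorescence intensity of OMFP turnover product. Read-out: percent inhibition versus substrate-only and uninhibited controls. Benchmarks: no-enzyme low control, uninhibited high control.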
NadD inh – inhibitors of S. aureus NadD, primary screen, biochemical, colorimetric, uHTS; Nicotinate-nucleotide adenylyltransferase NadD (Staphylococcus aureus N315); actives 0.78% (n = 360,000); inhibition, % at 20 µM; purified NadD enzyme, colorimetric absorbance read-out; AID 602399, 2012; in the data active = inhibition above about 26%; note: some compounds past the cut are filed as inactive
CSN inh – inhibitors of CSN-mediated cullin deneddylation, primary screen, biochemical, fluorescence polarization, uHTS. inhibition, % at 12.5 µM. Purified CSN, SCF-Nedd8-OG deneddylation. actives 0.38% (n = 360,000). COP9 signalosome complex subunit 5 (Homo sapiens), Q92905;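 active = pattern-corrected inhibition above about 35%, with an unprinted fluorescence ratio check between 0.5 and 1.5, limit read from the data, passing the limit was not always enough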;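 note: 0% = enzyme with substrate and 100% = substrate without enzyme; some results filed as inactive read as strong as hits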
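Assay system: Purified human Csn5 enzyme expressed in HEK293T cells | Amount: Enzyme 0.24 nM | Measured by: Fluorescence polarization readout | Medium: Tris/NaCl/DTT buffer, pH 7.5 | Compound dosing: One concentration, 12.5 µM, 0.25% DMSO | Times: 90 min incubation of compound, enzyme and substrate at room temperature | Control set: no-enzyme wells high, enzyme-with-substrate wells low | Read-out: % inhibition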
Rpn11 block – Rpn11 (PSMD14) deubiquitinase inhibitors, primary screen, biochemical, fluorescence polarization, uHTS. 26S proteasome non-ATPase regulatory subunit 14 (Homo sapiens), O00487. calls only at 20 µM. actives 0.59% (n = 360,000). human 26S proteasome, Ub4-pepOG fluorescence polarization; 20S core pre-blocked with epoxomicin;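 active = inhibition at 20 µM, scaled to each plate's controls, above about 33%, limit read from the data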
Neddylation inh – inhibitors of cullin neddylation, primary screen, biochemical, TR-FRET, uHTS, NAE and Ubc12; NEDD8-conjugating enzyme Ubc12 (Homo sapiens) + NEDD8-activating enzyme E1 regulatory …; calls only at 25 µM; actives 0.58% (n = 360,000); AID 651699, 2012; in the data active = inhibition above about 36%
Target sequence (P61081 whole entry, looked up): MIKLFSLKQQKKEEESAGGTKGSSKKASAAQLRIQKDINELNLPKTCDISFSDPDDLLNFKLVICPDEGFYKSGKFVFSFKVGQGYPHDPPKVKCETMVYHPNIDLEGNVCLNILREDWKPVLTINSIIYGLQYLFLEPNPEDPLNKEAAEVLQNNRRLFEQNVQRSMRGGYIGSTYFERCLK
Target sequence (Q13564 whole entry, looked up): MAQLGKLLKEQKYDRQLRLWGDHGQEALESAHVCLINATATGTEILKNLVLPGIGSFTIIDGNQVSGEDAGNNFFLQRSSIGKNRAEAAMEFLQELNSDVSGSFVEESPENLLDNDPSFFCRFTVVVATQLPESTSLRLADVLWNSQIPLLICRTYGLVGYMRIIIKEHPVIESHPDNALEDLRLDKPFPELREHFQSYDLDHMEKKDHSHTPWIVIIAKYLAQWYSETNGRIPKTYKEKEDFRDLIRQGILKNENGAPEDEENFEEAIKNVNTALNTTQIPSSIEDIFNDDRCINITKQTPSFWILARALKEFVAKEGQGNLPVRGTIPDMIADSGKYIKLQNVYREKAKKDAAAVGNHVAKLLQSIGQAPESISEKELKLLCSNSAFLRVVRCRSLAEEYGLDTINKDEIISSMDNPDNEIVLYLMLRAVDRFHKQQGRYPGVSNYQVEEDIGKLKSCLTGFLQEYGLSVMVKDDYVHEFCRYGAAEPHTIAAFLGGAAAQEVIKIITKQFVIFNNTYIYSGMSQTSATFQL
Active calls of the source: *; i = inactive; / = no result given; & = joins results of further samples.

Below each SMILES: Scp-1 inhibitor, SUMO1 PPI mod, DNMT1 block, Rin1 Abl inh, STEP block, LMPTP block, NadD inh, CSN inh, Rpn11 block, Neddylation inh
COC(=O)c1ccccc1COc1cccn2c(N(C)Cc3cccs3)c(C)nc12
    /, 3, -11, -2, 1, 7.5, 7, -2, i, i
Cc1ccc(C)c(C(=O)OCC(=O)N(C)c2ccccc2)c1
    -7, 5, -3, 3, 1, 0.3, 0, -3, i, i
C[N+]1(C2CCC3CCC2C3O)CCCC1 (stereo not given)
    6, 6, 4, 1, -2, -1.7, 4, 1, i, i
Cn1nc(-c2ccccc2)c(C(=O)NC(C(=O)O)c2ccccc2)c1Cl (stereo not given)
    -6, 3, -1, 0, -2, -1.9, -2, 0, i, i
O=C(CSc1nc2ccccc2n1CCc1ccccc1)N1CCOCC1
    -3, 4, -4, 3, -1, -1.5, 4, -1, i, i
Cc1ccc(NC(=S)NCCN2CCOCC2)cc1
    -4, 1, 1, 1, -5, -0.6, -6, 2, i, i
Cc1ccc(NC(=O)CCc2c(C)nc3ncnn3c2C)cc1
    -9, 1, 0, -3, 1, -0.2, 3, 3, i, i
O=C(C1CCN(Cc2cc(Cl)ccc2O)CC1)N1CCN(Cc2ccccc2)CC1
    -7, -7, -3, 3, 21, -1.6, 6, -4, i, i
CCCCc1nc2cc(C(=O)N3CCC(OC)CC3)ccc2o1
    1, -2, 0, 4, -3, -0.7, -4, -8, i, i
CNc1c(NS(=O)(=O)c2ccc3c(c2)CCCC3)c(=O)oc2ccccc12
    -3, 8, 9, 4, -8, 0.0, 4, 8, i, i
O=C1COc2ccc(C(=O)COC(=O)Cc3ccccc3F)cc2N1
    -9, 6, 0, -1, -1, 1.0, -10, -1, i, i
Cc1ccc2oc(=O)cc(CN3CCC(C)CC3)c2c1
    -5, -4, 4, 0, -4, -0.8, -5, 0, i, i
COc1ccc(C)cc1S(=O)(=O)N1CCN(C(=O)c2ncoc2-c2cccc(F)c2)CC1
    10, -1, 2, 5, -1, -0.4, -7, 8, i, i
O=C(N/N=C/c1cc([N+](=O)[O-])ccc1O)c1cccc(N2CCCC2=O)c1
    -2, -23, -1, -2, -1, 0.8, -1, 7, i, i
CC(C)CCNC(=O)c1ccc(Cn2c(=S)[nH]c3ccccc3c2=O)cc1
    -3, 2, 4, 2, 2, 3.1, 8, 8, i, i
CCCn1c(=NC(=O)c2ccco2)c(C(=O)OCC)cc2c(=O)n3ccccc3nc21
    16, -18, 6, -4, -3, 0.1, -4, -2, i, /
CCc1cc2c(=O)[nH]cnc2s1
    -4, 2, 0, 1, -2, -0.6, 4, 3, i, i
Nc1nc2n(n1)C(=O)CC(c1ccccc1[N+](=O)[O-])N2 (stereo not given)
    -8, -7, -2, 1, -3, 0.2, -4, -3, i, i
C=CCNC(=O)C12CCC(C)(C(=O)C1Br)C2(C)C (stereo not given)
    -8, -3, 1, -1, -2, -1.3, -6, -20, i, i
Cc1cc(C)n(CC(=O)N/N=C/c2ccco2)n1
    -5, -3, -1, 0, -2, -1.2, -2, -4, i, i
O=S(=O)(Cc1cc(Oc2ccccc2)nc(-c2ccccc2)n1)c1ccccc1
    -16, -1, -5, -1, 2, 3.4, -8, -2, i, i
O=C(C1=C(O)C(=O)N(Cc2cccnc2)C1c1ccccn1)c1cccs1 (stereo not given)
    4, -5, 6, 3, 1, 2.0, 3, -12, i, i
O=C(Nc1ccc2oc(-c3ccncc3)nc2c1)c1ccccc1
    -3, -9, -3, -3, 2, -1.6, -6, 0, i, i
CCCCNC(=O)C1C2C=CC3(CN(Cc4ccccc4Cl)C(=O)C13)O2 (stereo not given)
    -4, -3, -2, -1, 2, -1.0, 3, -4, i, i
O=C(CCS(=O)(=O)c1ccc(Br)cc1)NCCc1ccccc1
    88*, 13, 84*, 1, 6, 1.5, -4, 10, i, i
Oc1ccc(Nc2nc(-c3cccnc3)cs2)cc1
    -5, -22, 2, 0, 1, 0.4, -6, 4, i, i
COc1cccc(-c2csc(NC(=O)C3CC3)n2)c1
    3, 5, -2, -4, -1, 1.3, 1, 5, i, i
CNC(=O)N(O)C1N(c2ccccc2)C(=S)SC1(C)C (stereo not given)
    3, 4, 2, 5, -4, -0.7, 2, -2, i, i
O=c1cc(-c2ccccc2Cl)c2c([nH]1)CCC2
    -12, -1, 4, -2, 1, 1.8, -5, 0, i, i
CC1(C)S[C@@H]2[C@H](NC(=O)Cc3ccccc3)C(=O)N2[C@H]1C(=O)O
    1&2, 0&2, 7&2, -3&-3, -3&-3, -2.3&-2.3, -7&-6, -4&-3, i, i

The list goes on.
Below each SMILES: Scp-1 inhibitor, SUMO1 PPI mod, DNMT1 block, Rin1 Abl inh, STEP block, LMPTP block, NadD inh, CSN inh, Rpn11 block, Neddylation inh
CCOC(=O)c1c(/N=C/N(C)C)sc(/C=N/Nc2ccccc2)c1-c1ccccc1
    -3, -12, -14, -87, 0, 0.4, 9, 6, i, i
CCN(CC)c1ccc(/C=N/Nc2nc(C)cc(C)n2)c(O)c1
    -40, -8, -9, 4, -1, 1.0, 2, 13, i, i
CC[C@H](C)[C@H](NC(=O)OCc1ccccc1)C(=O)OCC(=O)N1CCN(c2ccc(F)cc2)CC1
    -8, 0, 0, 1, -2, 0.2, -8, -1, i, i
COc1ccccc1C(=O)NCC(=O)N1CCN(S(=O)(=O)c2ccc3c(c2)OCCO3)CC1
    -9, -1, 0, 0, 4, -1.1, -1, 0, i, i
COc1ccc(CNC(=O)C2C3C=CC4(CN(Cc5cccnc5)C(=O)C24)O3)cc1 (stereo not given)
    -9, 20, 4, -1, -1, 0.0, 2, -1, i, i
O=C(N/N=C/c1ccc[nH]1)c1ccc2c(c1)OCO2
    -5, -6, 0, -8, 1, 0.3, 0, -3, i, i
CP(=O)(Nc1cc(Cl)ccc1Cl)c1nc2c(s1)CCCC2 (stereo not given)
    -1, -2, 16, 1, -1, 3.5, -6, 0, i, i
CC(C)N(C(=O)[C@H]1C[C@H](CC(=O)NCCN2CCOCC2)C(=O)N2CCc3c([nH]c4ccc(Cl)cc34)[C@]12C)C(C)C
    -4, 13, -6, -1, 0, -8.2, -5, -3, i, i
COc1ccccc1NC(=O)c1ccc(NC(=O)CSc2nncn2C)cc1
    -7, 0, 1, -1, -1, -1.4, -1, -3, i, i
COc1ccc(OC)c(CC(NC(C)=O)C(=O)NC2CCN(c3c(Cc4ccccc4)c(C)nc4ncnn34)CC2)c1 (stereo not given)
    -4, 1, -3, 1, -2, -0.4, 2, -6, i, i
Cc1c(N=Cc2nc3ccccc3n2C)c(=O)n(-c2ccccc2)n1C
    0, -18, 2, -4, 2, 1.0, 1, -2, i, i
CN(C)c1ccc(/C=C2\CCCCC2=O)cc1
    -2, -15, -3, -2, -1, 0.1, -4, 4, i, i
CCN(CC)CCN(Cc1cc2cc3c(cc2[nH]c1=O)OCO3)C(=S)NCCOC
    -2, 1, 0, 1, -1, -1.8, -2, -1, i, /
Cc1ccc(-c2nnc(SCC(=O)N3CCN(c4ccccc4)CC3)o2)cc1
    -5, -2, 16, 4, 12, 0.1, 6, 3, i, i
COc1ccc([C@@H]2CC(=O)c3c(O)cc(O)cc3O2)cc1O
    -16, -2, -4, -2, 1, -0.2, -5, 0, i, i
CCOC(=O)CN1C(=O)C(=O)c2cccc(C)c21
    -6, -17, -6, -7, -2, -1.3, 3, 10, i, i
CCCNC(=O)[C@H](Cc1c[nH]c2ccccc12)NC(=O)c1ccccc1Cl
    -24, -7, -3, -2, -4, -1.9, -5, -6, i, i
Cc1cccc(N2C(=O)Cc3ccccc3C2=O)c1
    1, 6, -6, 1, 9, 2.9, 6, 3, i, i
CCCCC(=O)Nc1ccc(NC(=S)NC(=O)CCCCl)cc1OC
    -4, -2, -2, -1, -1, 0.1, 1, -1, i, i
COc1ccccc1-n1c(SCC(=O)N2CCCCC2)nc2cccnc21
    95*, -4, 1, -1, -3, -1.3, -5, -1, i, i
Cc1c(N=C2NC(=O)C(CC(=O)Nc3ccc(Cl)cc3)S2)c(=O)n(-c2ccccc2)n1C (stereo not given)
    0, -2, -4, 1, -3, -1.2, 3, -1, i, i
C=CCn1c(=NC(=O)C2COc3ccccc3O2)sc2cccc(OC)c21 (stereo not given)
    -5, -5, 0, 0, 2, 0.2, -4, 0, i, i
COc1cccc(C2CC(C(F)(F)F)n3ncc(C(=O)NCC4CCCO4)c3N2)c1 (stereo not given)
    -3, 14, -1, -2, 0, -2.4, 0, 5, i, i
COc1cc2c(cc1OC)C(c1cccc([N+](=O)[O-])c1)=NCC2
    0, -19, -5, 0, -4, -0.9, -1, 5, i, i
COc1ccc(NC(=O)CC(C(=O)O)C(C)c2ccccc2)cc1 (stereo not given)
    0, 1, -1, 0, -1, -1.9, -7, -1, i, i
COCCNC(=O)CSc1cc(=O)n(C)c2cc(Cl)ccc12
    -10, 0, -2, -21, -1, -1.0, -7, 0, i, i
O=C(COc1ccc2ccccc2c1)NN1C(=O)c2ccccc2C1=O
    2, -4, -4, -1, 0, 0.1, 1, 4, i, i
Cc1ccc(/C=C(\C#N)C(=O)Nc2cccc3ncccc23)o1
    2, -5, 18, -4, -5, 41, 9, 16, i, i
COc1cc(/C=N/NC(=O)CC#N)ccc1Oc1nc(Cl)ncc1F
    -2, -4, 0, 0, 1, 0.3, 2, 0, i, i

Record cards, as listed above. Screens in order: Scp-1 inhibitor	SUMO1 PPI mod	DNMT1 block	Rin1 Abl inh	STEP block	LMPTP block	NadD inh	CSN inh	Rpn11 block	Neddylation inh
Results for COc1ccccc1-n1c(SCC(=O)N2CCCCC2)nc2cccnc21 = 95*	-4	1	-1	-3	-1.3	-5	-1	i	i
Results for COc1cc(/C=N/NC(=O)CC#N)ccc1Oc1nc(Cl)ncc1F = -2	-4	0	0	1	0.3	2	0	i	i
Results for CCCCC(=O)Nc1ccc(NC(=S)NC(=O)CCCCl)cc1OC = -4	-2	-2	-1	-1	0.1	1	-1	i	i
